Screening data as filed in PubChem BioAssay.
GRP78 ERSR act: inducers of ER stress response in human glioma cells; U87-MG GRP78 promoter luciferase reporter, 16 h; Potency, µM, for the others: at the highest dose activation, usual class: activators; hit rate 0.02% among 420,000; further: potency means the concentration at half of the fitted maximal effect; series mostly up to about 76 µM; % of control where 0% means no effect; nearly all actives have a fitted effect of over 35% in size
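Stably transfected U87-MG human glioma cells carrying a GRP78-based luminescent sensor were seeded at 1000 cells/well, pin-dosed with compounds and incubated 16 h. Luciferase reagent was then added, and end-point luminescence was read after 10 min at room temperature.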
D1 PAM: potentiators of human D1 dopamine receptor | HEK293 TREx D1 cells, calcium flux, dopamine EC20 potentiation | P21728 | potentiation, % at 10 µM | hit rate 0.036% among 360,000; in the data active means potentiation above about 30%; further: 0% is about no effect
Target sequence (P21728 whole entry, looked up): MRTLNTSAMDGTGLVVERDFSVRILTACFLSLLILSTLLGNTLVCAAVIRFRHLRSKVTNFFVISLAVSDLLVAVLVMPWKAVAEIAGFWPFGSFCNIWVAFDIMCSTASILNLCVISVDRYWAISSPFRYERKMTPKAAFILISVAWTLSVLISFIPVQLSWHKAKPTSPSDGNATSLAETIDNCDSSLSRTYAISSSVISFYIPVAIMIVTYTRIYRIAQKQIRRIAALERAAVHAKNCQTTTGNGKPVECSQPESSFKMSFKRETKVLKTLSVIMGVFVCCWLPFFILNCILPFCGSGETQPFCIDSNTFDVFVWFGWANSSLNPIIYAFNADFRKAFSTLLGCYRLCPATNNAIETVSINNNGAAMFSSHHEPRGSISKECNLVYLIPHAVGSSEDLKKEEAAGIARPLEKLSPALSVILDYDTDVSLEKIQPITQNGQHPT
Vif-A3F inh: blocks the Vif interaction with APOBEC3F; Potency, µM (titrated, usually from 46.1 µM), without a hit: at the top dose activity, negative = active; HeLa A3F-eYFP + Vif (tagged APOBEC3F with the HIV-1 protein that degrades it), YFP fluorescence increase; hit rate 0.2% among 390,000; further: potency means the concentration at half of the fitted maximal effect; % of control where 0% means no effect; nearly all actives have a fitted effect of over 65% in size
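Fluorescence increase (Ex 488/Em 500-530) after overnight compound treatment at 37 deg C flags inhibition of Vif-driven A3F-eYFP loss in stable HeLa A3F-eYFP/Vif cells seeded overnight beforehand.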
D2 PAM: positively modulates the human D2 dopamine receptor allosterically; P14416; HEK293 T-REx D2, calcium flux, EC20 dopamine potentiation; potentiation, % at 10 µM; hit rate 0.34% among 340,000;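 active means potentiation over 3 SD above the plate norm, cut at about 30% in these data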; further: 0% is about no effect
Target sequence (P14416 whole entry, looked up): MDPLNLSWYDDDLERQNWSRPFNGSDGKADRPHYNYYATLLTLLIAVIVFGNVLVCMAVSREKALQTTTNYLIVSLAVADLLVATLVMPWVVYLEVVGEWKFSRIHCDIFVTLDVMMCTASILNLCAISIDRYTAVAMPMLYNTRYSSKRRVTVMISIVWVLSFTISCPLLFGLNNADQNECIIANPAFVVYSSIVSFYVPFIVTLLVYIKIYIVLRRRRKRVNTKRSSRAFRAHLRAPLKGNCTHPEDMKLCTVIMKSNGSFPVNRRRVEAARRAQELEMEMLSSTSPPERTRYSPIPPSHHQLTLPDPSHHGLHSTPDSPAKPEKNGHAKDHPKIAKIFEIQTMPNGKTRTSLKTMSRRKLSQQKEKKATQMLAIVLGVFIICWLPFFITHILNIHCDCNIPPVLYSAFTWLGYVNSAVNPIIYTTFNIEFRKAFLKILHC
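Using a no-wash calcium dye in inducible, force-coupled HEK293 Trex cells expressing D2, we tracked fluorescence each second for 180 s after compound, then for 180 s after EC20 dopamine to detect augmented signalling.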
D1 antag: human D1 dopamine receptor antagonism; HEK293 TREx D1 cells, calcium flux, dopamine EC80; stronger effect = lower value; activity change, negative = inhibition, % at 10 µM; hit rate 3.2% among 360,000; in the data active means activity change below about -30%; further: on the % scale 0 is the no-effect control and ±100 the full control effect
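Inducible Hek293 Trex D1 cells (tetracycline, overnight, 30 C). Calcium dye 30–90 min RT. Antagonist mode: EC80 dopamine added after 180 s compound read.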
Vif-APOBEC3G blk: blocks the Vif interaction with human APOBEC3G. Q9HC16. HeLa A3G-eYFP + Vif (tagged APOBEC3G with the HIV-1 protein that degrades it), YFP fluorescence, overnight. Potency, µM (doses to about 46.1 µM), without a hit: at the top dose activity, negative = active, hits mostly inhibitors. hit rate 0.076% among 410,000;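 further: potency means the concentration at half of the fitted maximal effect; on the % scale 0 is the no-effect control and ±100 the full control effect; nearly all actives have a fitted effect of over 60% in size; hits raise eYFP signal because A3G escapes Vif-driven loss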
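Read-out is eYFP fluorescence (Ex 488/Em 500-530) from Vif-expressing HeLa A3G-eYFP cells; more signal means A3G escaped Vif-mediated degradation. Cells plated overnight, compound pinned in, incubated overnight at 37 deg C.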
D1 agonist: human D1 receptor agonism; P21728; HEK293 T-REx D1 cells, calcium flux, agonist mode; activation, % at 2 µM; hit rate 1% among 360,000; in the data active means activation above about 30%; further: 0% is about no effect
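Agonism was scored from calcium flux recorded over 180 s (1 read/s) after pintool compound addition, following a 10-cycle baseline. Cells were inducible force-coupled HEK293 TREx D1, plated overnight at 30 C and loaded with no-wash calcium dye.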
RXFP1 agonist: agonists of human relaxin receptor RXFP1 | HEK293T-RXFP1 cAMP TR-FRET, 30 min; response scale: percent of porcine relaxin response, buffer zero | Potency, µM (highest dose often 57.5 µM), for the others: at the top dose activation, most hits filed as activators | hit rate 0.3% among 370,000; further: potency means the concentration at half of the fitted maximal effect; on the % scale 0 is the no-effect control and ±100 the full control effect; nearly all actives have a fitted effect of over 60% in size; many of its hits are not listed in these tables
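HEK293 cells stably expressing RXFP1, treated 30 min at 37C with compounds plus PDE4 inhibitor Ro 20174; cAMP measured by HTRF TR-FRET. Normalized to buffer and 29 nM porcine relaxin; EC50 by Hill fit.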
LDHA inh: inhibitors of human lactate dehydrogenase A; P00338; purified LDHA, NADH/diaphorase-resazurin fluorescence; stronger effect = lower value; activity change, % (values are at about 110 or 230 µM); hit rate 0.15% among 480,000; AID 1347041; in the data active means activity change below about -30%; inconclusive means mostly about -25% to -30%;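 further: plate controls were DMSO wells for no effect and wells without enzyme for full effect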
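Resorufin fluorescence (ex540/em590), read at 0 and 20 min after diaphorase/resazurin addition, reports the NADH left after a 5 min room-temperature reaction of 2 nM human LDH5 with 0.06 mM NADH and 0.2 mM pyruvate.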
Active calls of the source: *; ? = inconclusive; · = no result given; & = joins results of further samples. Unless noted, the call rests on the fitted dose curve; in most records, active means well fitted curve in the direction sought with a large enough effect; inconclusive means small, poorly fitted or top-dose-only effect, or another doubt; inactive means no such curve, though single readings can be large; an effect the other way counts as inactive or inconclusive. An excerpt; the hit share may differ from the screen's.

SMILES	GRP78 ERSR act	D1 PAM	Vif-A3F inh	D2 PAM	D1 antag	Vif-APOBEC3G blk	D1 agonist	RXFP1 agonist	LDHA inh
CCOc1ccc(NS(=O)(=O)c2ccc(-c3coc(C)n3)cc2)cc1	-2%	0	-7%	-1	9	5%	11	0.0%	-2
CC(C)C(C(=O)NCc1ccccc1)N(CC1CCCO1)C(=O)CNS(=O)(=O)c1ccccc1 (centres undefined)	-3%	-6	-13%	8	7	2%	1	-0.9%	-1
O=C(CS(=O)(=O)c1ccccc1)Nc1nc(-c2ccccc2)cs1	-1%	2	2%	0	-13	-13%	1	0.6%	-6
Cc1cc(C)nc(N/N=C/c2ccc([N+](=O)[O-])o2)n1	0%	15	-5%	4	-7	-2%	3	-2.8%	-3
CC(=O)N1CCCN(Cc2nc(C3(c4ccc(C)cc4)CCCC3)no2)CC1	-4%	-1	2%	20	0	0%	-1	0.2%	-2
CN(C(=O)CN1C(=O)/C(=C/c2ccccc2F)SC1=S)C1CCS(=O)(=O)C1 (centres undefined)	0%	-2	-8%	-9	4	3%	1	-1.3%	-2
Cc1cc(=O)oc2c(CN3CC(C)OC(C)C3)c(O)c(Cl)cc12 (centres undefined)	-1%	2	-4%	-2	-7	3%	2	11%	-1
CC(=O)Nc1nc2[nH]ccc2c(=O)[nH]1	-3%	·	-10%	·	·	-3%	·	·	-3
CCCC(c1nnnn1C(C)(C)CC)N(CCCO)Cc1cc2cc(C)cc(C)c2[nH]c1=O (centres undefined)	-1%	6	-1%	-2	1	-14%	2	2.6%	-1
Cc1cc2c(s1)c1cnn(Cc3cc(F)cc(F)c3F)c(=O)c1n2C	·	11	·	·	-4	·	-1	·	-7
CCOc1ccccc1CN1CCNC(=O)C1CC(=O)NC1CCCCCC1 (centres undefined)	1%	8	2%	-5	-2	4%	4	-1.1%	0
O=C(CCN1C(=O)/C(=C/c2cccs2)SC1=S)N1CCCCC1	3%	-3	-16%	22	17	-2%	10	-0.4%	-3
Cc1ccc(NC(=O)CN2C(=O)N/C(=C/c3cc(C)n(-c4ccc(C(=O)O)cc4)c3C)C2=O)cc1	1%	2	-12%	25	-5	2%	4	1.3%	0
COc1cccc(C(=O)NCC(=O)N2CCC(C)CC2)c1	1%	-5	0%	5	-10	1%	0	0.1%	-3
O=C(CCS(=O)(=O)c1ccccc1)Nc1ccccn1	-3%	·	3%	4	-1	0%	8	3.2%	-5
CC[n+]1ccc(/C=C/c2ccc(N(C)C)cc2)c2ccccc21	-11%	-1	-3%	·	-8	9%	1	-16%	-1
Cc1ccc(CNC(=O)CCc2ccc(S(=O)(=O)NCC(C)C)cc2)cc1	-4%	-2	11%	0	7	0%	2	1.0%	-7
Cc1cc2nc(CCl)cc(=O)n2[nH]1	-2%	-3	-5%	4	5	3%	2	-1.0%	11
CCc1nc2ccc(C(=O)N(CC)CC(=O)Nc3c(F)cccc3F)cc2nc1CC	2%	-2	1%	8	-30	-1%	0	0.0%	1
O=C1Cc2ccccc2C(c2ccc(Cl)cc2)N1 (centres undefined)	-6%	3	1%	4	5	-4%	10	-2.3%	-5
COc1ccc2c(c1)nc(SCC(O)c1ccccc1)n2C (centres undefined)	6%	-5	2%	-22	23	-5%	0	-0.6%	-1
O=[N+]([O-])c1ccc(Cl)c(/C=N/N2CCN(C3c4ccccc4-c4ccccc43)CC2)c1	-5%	3	-7%	-3	11	1%	3	0.8%	-9
COc1cc2c(cc1OC)C(C(=O)N1CCN(c3ccccn3)CC1)C(c1cccs1)N(C)C2=O (centres undefined)	-5%	-1	2%	-7	5	1%	0	1.5%	4
CCN1CCc2nc3ccccc3c(C(=O)Nc3ccc(C#N)cc3)c2C1	-1%	-5	-2%	4	-1	0%	7	3.3%	-3
CC1(C)CC(=O)C=C(Nc2cccc(O)c2)C1	-4%	6	-1%	8	-1	-1%	1	0.0%	5

Next section
SMILES	GRP78 ERSR act	D1 PAM	Vif-A3F inh	D2 PAM	D1 antag	Vif-APOBEC3G blk	D1 agonist	RXFP1 agonist	LDHA inh
CCOC(=O)C1(Cc2cccc(OC)c2)CCCN(C(=O)CNC(C)=O)C1 (centres undefined)	1%	7	9%	-7	8	0%	-1	-6.1%	-4
COc1ccc(S(=O)(=O)N2CCOCC2)cc1NC(=O)COC(=O)c1ccc([N+](=O)[O-])s1	3%	·	11%	·	·	-3%	·	·	0
N#CC1(c2ccccc2)CCCN1C(=O)c1ccccc1Br (centres undefined)	-2%	10	-4%	-2	9	2%	0	-0.1%	-3
O=C(Cc1ccc(Cl)cc1)Nc1ccccn1	2%	5	-6%	0	0	0%	5	5.2%	1
Cc1ccc(C(OC(=O)c2ccco2)C(=O)NCc2cccs2)cc1 (centres undefined)	-6%	9	-22%	-3	4	-5%	-1	1.4%	0
CN(C)c1ccc(C2NCCS2)cc1 (centres undefined)	-2%	-7	2%	-4	-6	1%	4	0.5%	-3
Cc1ccccc1NC(=O)c1ccc(NC(=O)C2CCCO2)cc1 (centres undefined)	1%	-4	-22%	-12	-18	0%	2	-5.3%	-5
COCC(=O)N/N=C\c1ccccc1OC/C=C/c1ccccc1	1%	0	-1%	2	-10	?	4	0.4%	-3
Cc1noc(C)c1C(=O)OCC(=O)c1ccc[nH]1	0%	-4	3%	-2	2	-4%	2	-0.7%	-2
N#Cc1c(NC(=O)Cn2c(=O)oc3ccccc32)oc(-c2ccccc2)c1-c1ccccc1	?	-12	1%	3	1	-8%	4	7.8%	-8
CCOC(=O)C1CCN(C(=O)c2nn(-c3ccc(C)cc3)c(=O)n(C)c2=O)CC1	-2%	1	1%	-1	19	4%	-1	1.3%	-3
O=C(O)c1cc(NCc2c(F)cccc2Cl)ccc1N1CCOCC1	-5%	-2	1%	5	-29	-7%	5	-0.7%	2
CCOC(=O)/C(=N\Nc1ccccc1Cl)N(C)C1CCS(=O)(=O)C1 (centres undefined)	-3%	-1	-3%	11	3	-2%	4	0.9%	-5
CN1C(CC(=O)c2ccccc2)CCCC1CC(O)c1ccccc1 (centres undefined)	-6%&-2%	-3&-1	-2%	-1	-17&26	1%&0%	3&2	2.7%	0&-7
CNC(=O)C1=C(C)Nc2nc3ccccc3n2C1c1cccc(OC)c1 (centres undefined)	1%	-2	3%	7	5	-2%	1	0.4%	-1
CC(/C=C/c1ccccc1)=N/NC(=O)CNC(=O)c1ccccc1F	0%	11	9%	-1	-7	-12%	1	4.3%	-8
CC(C)Sc1nc(SCC(=O)O)c2c3c(sc2n1)COC(C)(C)C3	0%	-3	1%	11	12	0%	4	20%	-2
CC(=O)Nc1sc(C)c(C)c1C(=O)OCC(=O)Nc1ccccc1C(F)(F)F	-6%	·	0%	·	·	3%	·	·	-5
CC(C)CC(=O)c1c[nH]c(C(=O)NCc2cccnc2)c1	-4%	-1	18%	3	7	0%	4	4.6%	-2
COCCn1c(SCC(=O)NC(C)c2ccccc2)nc2ccccc21 (centres undefined)	0%	-2	0%	-13	7	2%	0	-1.6%	-1
Cc1ccc(-c2onc3ccc(Cl)cc23)cc1	0%	0	0%	17	20	-2%	0	1.6%	-9
O=C(COC(=O)Cn1nnc(-c2ccccc2)n1)Nc1ccccc1Br	0%	·	-14%	·	·	0%	·	·	0
Cc1ccc(CNC(=O)c2cn(C)c3ccc(S(=O)(=O)N4CCC(C)CC4)cc3c2=O)cc1	0%	1	4%	2	-18	3%	-1	6.1%	-9
COc1ccc(CNC(=O)c2ccc(-c3nc(CSc4ccccc4)c(C)o3)cc2)c(OC)c1	-2%	-2	3%	-3	-8	0%	3	-0.3%	0
O=C(CSc1nnc(Cc2cc(=O)[nH]c(=O)[nH]2)n1-c1ccc(F)cc1)N1CCCCC1	?	-1	2%	-5	2	0%	3	1.4%	1

(more compounds)
SMILES	GRP78 ERSR act	D1 PAM	Vif-A3F inh	D2 PAM	D1 antag	Vif-APOBEC3G blk	D1 agonist	RXFP1 agonist	LDHA inh
CC(=O)Nc1nonc1-c1nnc(SCc2ccc(C)cc2)n1C	-1%	-1	5%	-2	-14	4%	4	-0.3%	-3
COc1ccc(-c2nnc(SC(C)C(=O)Nc3nccs3)n2-c2ccccc2)cc1OC (centres undefined)	-3%	-3	-9%	18	9	1%	0	3.1%	-1
CC(Nc1cccc2ccccc12)C(=O)N/N=C/c1ccc([N+](=O)[O-])cc1 (centres undefined)	-3%	-13	-1%	-6	-29	2%	1	-0.4%	3
CCn1c(=O)cc(SCC(=O)NCc2ccccc2OC)c2ccccc21	-3%	-3	1%	17	-7	-29%	2	6.4%	1
Cc1cc(/C(N)=N/OC(=O)c2ccccc2Cl)no1	-10%	-3	-3%	-9	-10	-5%	0	0.4%	-3
CCn1c(O)c(/C=C/C=C/C=Nc2ccccc2)sc1=S	0%	-1	-7%	1	0	3%	8	1.3%	14
Cc1cccc(-c2nnc(SCC(=O)Nc3ccc(C)c(C)c3)o2)c1	1%	3	-6%	-16	2	1%	2	?	-16
CC(C)(C)Nc1nc(C(N)=O)nc(N2CCOCC2)n1	-4%	-3	2%	0	-1	1%	4	0.4%	-7
Cc1coc2cc3oc(=O)c(CCC(=O)NCc4ccccc4Cl)c(C)c3cc12	-3%	-1	0%	-5	-25	4%	5	1.0%	-20
CCC(C)c1ccc(NC(=S)N2CCN(C(=O)C3CCCO3)CC2)cc1 (centres undefined)	-4%	-4	-13%	-5	-11	0%	3	-1.6%	-11
CCSC(=O)N(CC)CC(=O)Nc1c(CC)cccc1CC	-3%	-1	-11%	-8	4	-6%	2	0.5%	-2

Part of the list above, with two lines to a compound:
Screens in order: GRP78 ERSR act | D1 PAM | Vif-A3F inh | D2 PAM | D1 antag | Vif-APOBEC3G blk | D1 agonist | RXFP1 agonist | LDHA inh
CCn1c(=O)cc(SCC(=O)NCc2ccccc2OC)c2ccccc21
    -3% | -3 | 1% | 17 | -7 | -29% | 2 | 6.4% | 1
Cc1cc(/C(N)=N/OC(=O)c2ccccc2Cl)no1
    -10% | -3 | -3% | -9 | -10 | -5% | 0 | 0.4% | -3
CCn1c(O)c(/C=C/C=C/C=Nc2ccccc2)sc1=S
    0% | -1 | -7% | 1 | 0 | 3% | 8 | 1.3% | 14
